EBV gp42 inh – inhibitors of Epstein-Barr virus glycoprotein 42. Q1HVG2. Fluorescence polarization binding assay, mP read-out. inhibition, % (tested at 21.74 µM). 0.42% of 220,000 active; in the data active = inhibition above about 50%
thrombin 1536 – inhibitors of human thrombin; P00734; inhibition, % at 5 µM; alpha-thrombin, Boc-VPR-AMC fluorogenic substrate cleavage; AID 1046; 0.26% of 220,000 active;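 active = inhibition at or above 40%; inactive = inhibition below 40%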;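 also: 0% = enzyme with no compound and 100% = wells without enzyme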
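System: human alpha-thrombin protein; Compound dosing: one concentration per compound, 5 µM, with 0.2% DMSO; Timing: reaction at room temperature; Technique: AMC fluorescence, 355/460 nm; Controls: enzyme without compound as high, wells lacking enzyme as low.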
Rad51 HR inh – Rad51 (human) homologous recombination inhibition; hRad51 DNA strand exchange, fluorescence dequenching; inhibition, % at 10 µM; 0.085% of 200,000 active;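 active = inhibition above 40% at the single screening dose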;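 also: 0% = DMSO control wells and 100% = blanks with heterologous ssDNA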
Target sequence (Q06609 whole entry, looked up): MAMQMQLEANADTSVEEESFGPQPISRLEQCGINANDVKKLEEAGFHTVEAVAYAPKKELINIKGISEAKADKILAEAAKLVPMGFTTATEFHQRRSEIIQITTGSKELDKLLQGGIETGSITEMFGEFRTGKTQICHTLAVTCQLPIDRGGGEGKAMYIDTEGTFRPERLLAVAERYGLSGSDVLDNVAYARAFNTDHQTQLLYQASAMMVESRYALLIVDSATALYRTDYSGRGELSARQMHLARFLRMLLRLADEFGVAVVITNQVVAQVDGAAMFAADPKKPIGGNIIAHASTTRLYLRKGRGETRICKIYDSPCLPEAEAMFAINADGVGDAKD
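System: hRad51 filaments on single-stranded DNA; reagent: Fluorescein- and BHQ1-tagged 47-mer duplex; compound dosing: one concentration, 10 µM final; timing: filaments 15 min 37 °C, then compound 30 min; measured by: fluorescein emission 520 nm, excitation 485 nm; benchmarks: per-plate controls and blanks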
eIF4E-4G inh – eIF4E/eIF4G interaction inhibition in translation initiation; P63073+Q04637; TR-FRET eIF4E-eIF4GI(517-606) binding, 2 h; inhibition, % at 21.7 µM; 0.37% of 220,000 active;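 also: 0% = full FRET control wells and 100% = background wells lacking eIF4GI fragment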
NCF1 inh – blocks human p47phox regulatory protein of NADPH oxidases; P14598; p47phox/p22phox peptide binding, fluorescence polarization, 2 h; inhibition, % at 24.7 µM; 0.53% of 220,000 active; AID 1274;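 also: 0% = p47phox with labelled peptide and 100% = labelled peptide alone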
Furin inh – human furin inhibition. inhibition, % at 30 µM. purified furin, fluorogenic substrate cleavage. 0.061% of 220,000 active. P09958; in the data active = inhibition above about 25%; also: inactives centre near -15
Target sequence (P09958 108-714 limits assumed): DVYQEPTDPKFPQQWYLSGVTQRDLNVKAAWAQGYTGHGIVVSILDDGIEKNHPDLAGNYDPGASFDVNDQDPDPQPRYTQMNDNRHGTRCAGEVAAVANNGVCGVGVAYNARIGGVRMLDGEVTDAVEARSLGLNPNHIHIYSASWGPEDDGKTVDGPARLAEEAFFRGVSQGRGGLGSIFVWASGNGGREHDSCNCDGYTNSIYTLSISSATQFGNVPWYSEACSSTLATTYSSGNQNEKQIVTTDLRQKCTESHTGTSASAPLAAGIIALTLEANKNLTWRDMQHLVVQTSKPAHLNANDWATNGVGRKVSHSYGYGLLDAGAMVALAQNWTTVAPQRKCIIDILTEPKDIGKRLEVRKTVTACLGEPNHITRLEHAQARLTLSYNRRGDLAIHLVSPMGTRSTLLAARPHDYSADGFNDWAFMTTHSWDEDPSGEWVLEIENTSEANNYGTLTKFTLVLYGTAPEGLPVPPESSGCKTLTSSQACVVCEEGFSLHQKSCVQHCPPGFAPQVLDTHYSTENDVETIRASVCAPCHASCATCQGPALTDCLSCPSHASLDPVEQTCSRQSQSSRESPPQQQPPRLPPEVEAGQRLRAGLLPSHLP
KCC2 mod – KCC2 (human) Cl- transport modulation; B-score of Tl+ flux slope (higher = more flux/activation; lower = inhibition) at 10 µM; KCC2 cells, thallium flux FluoZin-2 fluorescence; Q9H2X9; 2.2% of 190,000 active;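 active = thallium flux slope and its plate-corrected score both differing from the plate sample mean at a set confidence after two filtering rounds, in either direction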;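 also: slope of fluorescence scaled to starting intensity during 10 to 20 s after thallium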
14-3-3 Bad PPI – disrupts binding of bovine 14-3-3 zeta to phospho-Bad peptide. P63103. TR-FRET 14-3-3zeta/Dy647-pBad peptide displacement, 1 h. inhibition, % at 21.7 µM. 0.71% of 220,000 active. AID 781;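 active = inhibition above about 70%, limit read from the data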;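 also: 0% = full 14-3-3 plus peptide FRET controls and 100% = background without 14-3-3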
KLK5 inh – inhibitors of human kallikrein 5; recombinant hK5, fluorogenic AMC substrate cleavage; inhibition, % at 5 µM; 0.59% of 210,000 active; AID 873;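 active = inhibition of 40% or more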;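 also: 0% = enzyme controls without compound and 100% = no-enzyme blanks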
The depositor's hits bear a star; / = no result given; [ ] = dose if it differs, or a comment.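 The calls were made as follows, unless noted: active = inhibition above about 30% (limit read from the data); inactive = the rest.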 This is a random part of the collection; 4.7% or so of the library scored in one or more.

Results follow in this order: Furin inh, Rad51 HR inh, 14-3-3 Bad PPI, NCF1 inh, KLK5 inh, thrombin 1536, KCC2 mod, eIF4E-4G inh, EBV gp42 inh
CC1=C(C(=O)OC2CCCCC2)C(c2cccnc2)n2nnnc2N1 (centres undefined)
  -16, /, -2[fluorescence artefact?], -11, -4, 0, -0.046, -2, -6
CN1CCN(S(=O)(=O)c2ccc(Br)c3nsnc23)CC1
  -27[20 µM], -4, 14, 4, -36, -8, /, 1, -2
CCOC(=O)c1c(/N=C/C2=C(O)CC(C)(C)CC2=O)sc2c1CCCC2
  -6, 8, -6, -8, -1, 4, -0.68, -4, -7
CCN(CC)N=Nc1ccc(C(=O)O)cc1
  10, -4, -4, -9, -12, -1, -0.5, 0[fluorescence artefact?], -28
O=C(Cc1c(F)cccc1Cl)Nc1cc(S(=O)(=O)N2CCCCC2)ccc1N1CCOCC1
  -9, 7, 8, -18, 2, -2, -1.1, 2, -15
CC(=O)c1cccc(NC(=O)CSc2nc(N3CCCCC3)nc(N3CCCCC3)n2)c1
  -18, /, -5, -17, /, -2, -0.52, 3, 10
CCC(C)NC(=O)CCS(=O)(=O)c1ccc2c(c1)n(C)c(=O)c(=O)n2C (centres undefined)
  -24, -2, 4, -12, 4, -2, -0.18, 1, -13
CC(=O)C1=C(NC(=O)c2ccccc2F)C[C@@H]2[C@H]1C2(C)C
  -19[20 µM], 9, -16, -2, -1, 2, -1.2, 15, -19
Cc1ccccc1NC(=S)Nc1ccc(Br)cc1
  -15, -2, -8, -31, -2, -6, 0.27, 2[fluorescence artefact?], -1
Cc1n[nH]c(C)c1N=Nc1ccc(Br)cc1
  -4, 12, -5, -5, -5, -3, 0.99, 3, -7
COc1ccc(-n2nc3c(c2NC(=O)Cc2cccc(C)c2)CS(=O)C3)cc1 (centres undefined)
  -6, 5, -8, -20, -9, -5, /, 4, -12
CCOc1ccc(C(C)=O)cc1CSc1nnc(-c2ccncc2)n1CCOC
  -31, 10, -5, -3, -1, -5, -0.3, -1, -8
COc1cc(C=C2C(=O)c3ccccc3C2=O)cc(OC)c1
  -14, 13, 1, -9, -2, -4, 0.38, -1, -20
CN(C)c1nnnn1-c1ccc(Cl)cc1
  -24, 0, 0, -1, -3, -6, 0.52, 0, -15
CC(O)[C@H]1CN=C(N)N1CCc1cc(C(F)(F)F)cc(C(F)(F)F)c1 (some centres undefined)
  -28, 3, -7, 1, -3, -8, -0.35, -8, -3

A stretch taken from the entries so far:
Results follow in this order: Furin inh, Rad51 HR inh, 14-3-3 Bad PPI, NCF1 inh, KLK5 inh, thrombin 1536, KCC2 mod, eIF4E-4G inh, EBV gp42 inh
CC(=O)C1=C(NC(=O)c2ccccc2F)C[C@@H]2[C@H]1C2(C)C
  -19[20 µM], 9, -16, -2, -1, 2, -1.2, 15, -19
Cc1ccccc1NC(=S)Nc1ccc(Br)cc1
  -15, -2, -8, -31, -2, -6, 0.27, 2[fluorescence artefact?], -1
Cc1n[nH]c(C)c1N=Nc1ccc(Br)cc1
  -4, 12, -5, -5, -5, -3, 0.99, 3, -7
COc1ccc(-n2nc3c(c2NC(=O)Cc2cccc(C)c2)CS(=O)C3)cc1 (centres undefined)
  -6, 5, -8, -20, -9, -5, /, 4, -12
CCOc1ccc(C(C)=O)cc1CSc1nnc(-c2ccncc2)n1CCOC
  -31, 10, -5, -3, -1, -5, -0.3, -1, -8
COc1cc(C=C2C(=O)c3ccccc3C2=O)cc(OC)c1
  -14, 13, 1, -9, -2, -4, 0.38, -1, -20
CN(C)c1nnnn1-c1ccc(Cl)cc1
  -24, 0, 0, -1, -3, -6, 0.52, 0, -15
CC(O)[C@H]1CN=C(N)N1CCc1cc(C(F)(F)F)cc(C(F)(F)F)c1 (some centres undefined)
  -28, 3, -7, 1, -3, -8, -0.35, -8, -3

(further entries)
Results follow in this order: Furin inh, Rad51 HR inh, 14-3-3 Bad PPI, NCF1 inh, KLK5 inh, thrombin 1536, KCC2 mod, eIF4E-4G inh, EBV gp42 inh
Cc1ccc(Nc2ccccc2)nn1
  -4, -9, -1, -34, -11, -9, -0.066, 1, -14
COc1ccc(N2C(=O)CC(n3cnc4ccccc43)C2=O)cc1 (centres undefined)
  -15[20 µM], 4, -1, -12, -3, -3, 0.97, 5, 2
CCCNC(=O)Cc1ncn[nH]1
  -2, -36, 9, -16, -1, -6, 1.9, -4, -2
COc1ccc(N/N=C(/Oc2ccc([N+](=O)[O-])cc2)C(C)=O)cc1
  -12[20 µM], -1, 0[fluorescence artefact?], -18, -4, 4, 0.36, -1[fluorescence artefact?], -4
Cc1cc(C)c(C#N)c(N2CCC(C(N)=O)CC2)n1
  -25, 2, -7, -4, -4, -4, -0.13, 6, -8
O=C(Nc1ccc2c(c1)CCC2)c1cccc(S(=O)(=O)N2CCN(c3ccc(F)cc3)CC2)c1
  1[20 µM], 2, 37, -18, -7, -1, -0.02, -1, -16
Cc1ccc(NC(=O)C2CCCN2C(=O)OC(C)(C)C)cc1C (centres undefined)
  -21, 29, 1, -1, 7, 2, -0.32, -6, -18
COC(=O)c1cn(CCOc2ccccc2OC)c2ccccc12
  -7[20 µM], -2, -8, -8, -12, -5, 0.22, 1, -3
N#Cc1cc(-c2ccccc2)nc(Oc2ccc(Cl)cc2)n1
  -4, -8, -20, -11, -24, -1, 0.15, 1, -13
Cc1ccc(Oc2c(C=O)c3ccccc3n2C)cc1
  -24, 1, -3, -3, -19, 1, /, 2, -5
Cc1ccc(S(=O)(=O)N[C@H](C(=O)OCC(=O)N2N=C(c3ccc(Cl)cc3)CC2c2ccco2)C(C)C)cc1 (some centres undefined)
  -34, -2, 3[fluorescence artefact?], -24, 0, -3, 0.0023, 4, -27
O=S1(=O)N=C(Nc2ccc(O)cc2)c2ccccc21
  -10, -7, 32, -6, -3, -4, 0.75, -3, 5
CCN=C1SC(C(=O)Nc2cccc(C(=O)O)c2)CC(=O)N1CC (centres undefined)
  -21, 1, 1, -3, -14, 0, /, -4, -3
Cc1sc(CO)c(Sc2ccccc2)c1C(=O)O
  -24, /, 4, -8, -7, -6, 0.74, -3, -10
CC(=O)N1CCCc2cc(S(=O)(=O)N3CCN(c4ccccn4)CC3)ccc21
  -6, 8, 4[fluorescence artefact?], 5, 14, -2, -0.83, -8[fluorescence artefact?], -11
Cc1ccc(-c2nnc(N3CCN(C(=O)Cn4c(=O)n(C)c5ccccc54)CC3)c3ccccc23)cc1
  -14[20 µM], 5, -7, -13, -6, 0, /, 9, -6
CC(C)c1ccc2nc(N)sc2c1
  -26, 12, -7, 0, -5, -8, -0.78, -3, -9
O=C1NCC(CN(c2ccccc2)c2ccccc2)O1 (centres undefined)
  -20, -34, -13, -14, -8, -4, /, 8, -6
C[C@H](NC(=O)OC(C)(C)C)C(=O)N/N=C/C1=Cc2ccccc2OC1
  2, /, 4, 3, 3, -5, 0.52, 2, 1
CCOc1ccc(CN(C)CC(=O)Nc2cc(OC)c([N+](=O)[O-])cc2C)cc1
  -22, -3, 7, -1, -2, -4, 1.8, -2, -28
COc1ccc(C(=O)CSc2nnc(Cn3nnc4ccccc43)n2C)cc1
  -2[20 µM], -8, 6, 1, -14, -3, 0.26, -3, 9
NC1=NS(=O)(=O)NC1c1ccc(Br)cc1 (centres undefined)
  -18, 18, -2, -6, 2, 1, -0.14, 0, -7
O=C(Cn1cnc2c(nnn2Cc2ccc(F)cc2)c1=O)N1CCN(c2ccccc2)CC1
  -19, /, -10[fluorescence artefact?], -10, 5, 4, /, 1[fluorescence artefact?], -17
CCOC(=O)c1ccccc1NC(=O)Cn1cnc2c1c(=O)n(C)c(=O)n2C
  -16, -2, -5, 0, -8, 1, /, -15, 1
CCCCn1cnc2sc3c(c2c1=N)CCCC3
  -17, -16, -8[fluorescence artefact?], 0, -3, 4, 0.18, 1[fluorescence artefact?], -10
CSc1nnc2c(n1)[nH]c1c(C)cccc12
  -17, -1, -3, -19, -8, -1, /, -5, -19
COC(=O)c1ccc(NC2CC(=O)N(c3ccccc3C)C2=O)cc1 (centres undefined)
  1[20 µM], -5, 1, -10, 27, 45*, 0.99, 4, 16
CC(=O)Nc1cc(-c2ccccc2)nn1Cc1ccc(Cl)cc1
  -18[20 µM], 0, -4, -12, -5, 0, -2.9, -2, -1
O=C(CNC1CCCCCC1)Nc1ccc(N2CCCC2)cc1
  -20[20 µM], /, 15, -9, -30, 1, 0.22, -8, -11
CCOC(=O)N1CCC(=NNc2ncc(C(F)(F)F)cc2Cl)CC1
  -29, -13, -13, -7, -4, -5, 1.3, -6, -3
Clc1ccc(-c2cn3c(n2)CCC3)cc1
  -26, -3, -13, 2, -22, 2, /, 12[fluorescence artefact?], -20
S=c1[nH]c2ncccc2o1
  -18, -1, 6, -6, 9, 1, 0.047, -5, -5
CCOC(=O)C(CC)n1nc(C)n2c(cc3occc32)c1=O (centres undefined)
  -13[20 µM], 1, -13, -2, -2, 5, 0.22, 6, 3
O=C(CSc1nc2ccccc2[nH]1)NCc1ccc(F)cc1
  -28, -2, -4, -8, -4, -10, 0.33, 0, -2
COc1c2c(nc3ccccc13)OC(C(C)(O)CO)C2 (centres undefined)
  -19[20 µM], 0, 3[fluorescence artefact?], 10, 3, 2, -0.47, 8[fluorescence artefact?], -12
CC(C)NS(=O)(=O)c1ccc(NC(=S)NC(=O)c2ccc(-c3ccccc3)cc2)cc1
  -17[20 µM], 0, -12, -5, -11, -2, 1.2, -11, 11
CCCCN(C)C(=O)c1cn(C)c2ccc(S(=O)(=O)N(C)C)cc2c1=O
  -11, -2, 23[fluorescence artefact?], -1, -3, -3, 0.028, 4, -2
CCCCCOc1ccc(NC(=O)C(=O)NCCC2=CCCCC2)cc1
  -18[20 µM], -3, 6, -24, 6, 0, 0.89, -3, -19
CN1CCN(c2nc(-c3cc4ccccc4o3)cs2)CC1
  -6, 0, -5, -5, -20, -14, 0.49, 2[fluorescence artefact?], -5
COc1ccccc1CN(Cc1cc2cc(C)cc(C)c2[nH]c1=O)Cc1nnnn1CC1CCCO1 (centres undefined)
  -21, 3, -6[fluorescence artefact?], -10, -5, -3, -1.6, 8, 1
COc1cccc(C2c3c(oc4ccc(Cl)cc4c3=O)C(=O)N2c2cc(C)on2)c1OC (centres undefined)
  -27, -1, -2, -6, -12, -4, 0.13, -9, 2
